GALR2 blocker = GALR2 antagonists in receptor-expressing cells, primary screen; inhibition, % at 4 µM; Galanin receptor type 2 (Homo sapiens), O43603; antagonist mode; hit rate 0.39% among 140,000; in the data active means inhibition above about 27%;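 further: cells stimulated with galanin 1-16 at roughly its EC80; 0% = agonist challenge control and 100% = basal control without agonist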
Target sequence (O43603 whole entry, looked up): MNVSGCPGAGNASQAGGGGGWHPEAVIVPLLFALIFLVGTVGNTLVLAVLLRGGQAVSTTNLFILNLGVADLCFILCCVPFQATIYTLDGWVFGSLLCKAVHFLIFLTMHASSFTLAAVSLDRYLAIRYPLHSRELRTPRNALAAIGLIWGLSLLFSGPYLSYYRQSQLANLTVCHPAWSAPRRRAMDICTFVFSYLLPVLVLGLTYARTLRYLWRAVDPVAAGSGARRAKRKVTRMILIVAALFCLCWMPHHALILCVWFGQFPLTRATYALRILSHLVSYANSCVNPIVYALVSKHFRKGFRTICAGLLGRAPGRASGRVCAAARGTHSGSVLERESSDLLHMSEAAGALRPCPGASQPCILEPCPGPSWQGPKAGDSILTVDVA
Measles CPE = compounds protecting cells from measles virus cytopathic effect, primary screen, measles RdRp inhibitor project, single point, MLSMR library, absorbance; Measles virus-infected cells, CPE protection; protection (pct of control), % at 4 µM; hit rate 1.5% among 140,000; AID 841, 2007; in the data active means protection mostly above about 24%, no sharp cut-off; inactive means mostly below about 26%; further: some compounds called inactive have numbers as strong as hits
BB579 growth dn = growth inhibitors of yeast BB579 in restrictive medium, primary screen, yeast lifespan-shortening project, S. cerevisiae | inhibition, % at 10 µM | hit rate 0.51% among 140,000 | AID 804, 2007 | OD615, 48 h;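 active means inhibition above a set limit, 3 SD over the mean compound inhibition, cut at about 44% in these data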; further: inactives centre near -24
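Test system: Saccharomyces cerevisiae DeaD strain BB579, replicative lifespan model yeast | Buffer or medium: Restrictive CSMM-D medium | Doses: One dose, 10 µM compound with 0.25% DMSO | Incubation: 48 h exposure, 30 °C | Detection: Culture absorbance at 615 nm | Control set: Amphotericin B at 10 µg/mL as positive control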
HCT116 bCat-KO = primary screen for growth suppressors in beta-catenin knockout HCT116 cells (colon tumor, human) | HCT116 beta-catenin knockout viability, CellTiter-Glo, 60 h; hits give low values | viability, % at 10 µM | hit rate 1.5% among 140,000 | AID 818, 2007;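 active means viability at or under a set limit, the compound median less 4 SD, cut at about 6% in these data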;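 further: 0% = Hyamine 1622 control at 20 µM and 100% = untreated cell control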
Yeast lifespan up = compounds extending yeast replicative lifespan, primary screen, S. cerevisiae, OD615; S. cerevisiae growth with nicotinamide; deaD strain in restrictive glucose medium; inhibition of the nicotinamide effect, % at 10 µM; hit rate 0.68% among 130,000;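 active means inhibition above a set limit, placed 3 SD over the median of all compounds, cut at about 26% in these data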;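 further: 0% = nicotinamide-treated wells and 100% = cells grown without nicotinamide; some compounds called inactive have numbers as strong as hits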
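Assay system: engineered S. cerevisiae DeaD replicative-lifespan strain, galactose-grown log-phase cells; medium: restrictive CSMM-D dextrose medium; also added: nicotinamide, 1.5 mM, co-present with compound; schedule: 48 h compound exposure at 30 °C, humidified; detection: absorbance at 615 nm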
MRP1 act = H69AR viability gain despite doxorubicin, primary screen, MRP-1 activator project, H69AR cells, CellTiter-Glo. viability increase, % at 10 µM. hit rate 0.61% among 140,000. viability rescue;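 active means viability gain under doxorubicin at or above a set limit, the compound median plus 3 SD, cut at about 4.7% in these data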;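 further: MRP-1 overexpressing cells given doxorubicin 25 µM after compound pretreatment; 18-22 h compound pretreatment then 72 h with doxorubicin before readout; 0% = doxorubicin-only wells and 100% = vehicle-treated cells without doxorubicin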
HCT116 PTEN-null = growth suppression of PTEN-null HCT116, primary screen, cell-based, CellTiter-Glo. hit rate 1.2% among 140,000. viability, % at 10 µM. HCT116 PTEN-null viability, 60 h; hits give low values;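 active means viability at or below a set limit, 4 SD under the median of all tested compounds, cut at about 3.7% in these data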;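 further: PTEN knockout HCT116 line with beta catenin targeted HCT116 as companion control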
NPY Y2 blocker = NPY-Y2 receptor antagonists, primary screen, cell-based; Neuropeptide Y receptor type 2 (Homo sapiens), P49146; inhibition, % at 2.7 µM; hit rate 0.99% among 140,000; NPY-Y2 expressing cells, antagonist mode; in the data active means inhibition above about 17%;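 further: 0% = vehicle with agonist challenge and 100% = reference antagonist with challenge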
Target sequence (P49146 whole entry, looked up): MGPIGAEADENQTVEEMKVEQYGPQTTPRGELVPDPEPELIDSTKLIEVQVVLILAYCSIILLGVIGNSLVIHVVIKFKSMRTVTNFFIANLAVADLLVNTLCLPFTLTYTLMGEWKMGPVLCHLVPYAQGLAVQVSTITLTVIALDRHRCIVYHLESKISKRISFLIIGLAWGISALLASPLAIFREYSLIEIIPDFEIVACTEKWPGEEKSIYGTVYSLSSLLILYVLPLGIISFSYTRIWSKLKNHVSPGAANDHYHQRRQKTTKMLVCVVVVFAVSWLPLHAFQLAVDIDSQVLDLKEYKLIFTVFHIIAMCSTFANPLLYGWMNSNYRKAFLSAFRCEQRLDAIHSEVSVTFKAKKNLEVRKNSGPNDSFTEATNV
Phagocytosis inh = inhibitors of macrophage phagocytosis, primary screen, imaging, J774A.1 cells, IgG beads; hit rate 0.07% among 110,000; inhibition, % at 5 µM; J774A.1 macrophage IgG-bead phagocytosis;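 active means inhibition above the mean of the plate negative controls plus 5 SD, cut at about 13% in these data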;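 further: phagocytic index as fraction of beads internalized from green versus red external bead signal; plate controls were DMSO negative control for no effect and cytochalasin-D positive control for full effect; some results beyond the cut were filed as inactive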
E-sel TNF inh = E-selectin induction blockers in HUVEC – imaging, immunofluorescence, high content, primary screen; HUVEC TNFa-induced E-selectin immunofluorescence; inhibition, % at 2 µM; hit rate 0.71% among 120,000; AID 1246, 2008;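 active means inhibition above the batch mean plus 3 SD, and confirmed as a hit on visual image review, cut at about 43% in these data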;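 further: 0% = TNF-stimulated DMSO wells and 100% = unstimulated control wells; not every result past the cut was called active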
The depositor's hits bear a star; x = not tested or not shown.

SMILES,GALR2 blocker,Measles CPE,BB579 growth dn,HCT116 bCat-KO,Yeast lifespan up,MRP1 act,HCT116 PTEN-null,NPY Y2 blocker,Phagocytosis inh,E-sel TNF inh
CC(C)C[C@H](NC(=O)OC(C)(C)C)C(=O)N1CCC(C(=O)N[C@@H](Cc2ccccc2)C(=O)O)CC1,1.5,4.6,7.8,96.3,-8.1,-2.7,96.4,0.7,x,21.9
O=C(CCCn1c(=O)[nH]c2cc(Cl)ccc2c1=O)NC1CCCCCCC1,5.8,14.8,-39.0,95.1,-11.0,-2.2,91.4,2.5,-0.7,-10.4
COc1cc(-c2nnc(SC(C)C(=O)Nc3c(C)n(C)n(-c4ccccc4)c3=O)o2)cc(OC)c1OC (stereo unspecified),-19.9,22.5,-42.0,103.4,-6.1,-0.5,98.7,2.2,-0.5,13.4
CN(C)C(=S)NC1(C)CCS(=O)(=O)C1 (stereo unspecified),-2.7,35.7,-23.3,111.3,-12.9,-3.1,86.4,1.2,0.3,-40.4
Cc1ccc2nc(C)cc(N3CCOCC3)c2c1,-4.2,16.3,-43.8,86.0,-10.9,-1.1,99.8,5.4,-0.1,1.6
O=C(NCC1CCCO1)/C(=C/c1ccc(Cl)cc1)NC(=O)c1ccccc1 (stereo unspecified),-8.3,19.0,-1.2,91.6,3.0,-1.1,93.0,2.4,-3.8,10.2
Cc1ccccc1N1CCN(C(=O)CCN2C(=O)c3ccccc3C2=O)CC1,4.8,13.2,-33.2,80.3,-16.3,-2.2,89.1,3.2,x,x
O=C(Nc1cccc(S(=O)(=O)N2CCCCC2)c1)c1ccc2c(=O)n3c(nc2c1)CCCCC3,2.7,9.2,-30.3,17.4,-3.9,-2.4,20.5,1.7,8.1,x
O=S(=O)(NCC(c1ccco1)N1CCN(c2ccccc2F)CC1)c1ccccc1 (stereo unspecified),-7.4,10.2,-62.2,82.3,6.4,-0.8,84.3,2.2,-1.9,3.9
CCOC(=O)Cc1csc(SC(C)C(=O)Nc2ccc(NC(C)=O)cc2)n1 (stereo unspecified),3.7,-0.2,-29.1,93.7,0.6,-2.7,93.2,3.1,1.7,4.3
C/C(=N\NC(=S)Nc1c(C)cccc1C)c1ccc(OC(F)F)cc1,10.2,9.3,-6.1,92.7,7.7,-1.1,83.5,0.9,-3.7,-14.4
O=C1OC(C(=O)O)Cc2ccccc21 (stereo unspecified),-0.5,4.5,-20.2,98.4,x,-2.3,95.3,1.1,x,-10.3

Only Yeast lifespan up, for 2 of the compounds above:
molecule | Yeast lifespan up
O=C(CCCn1c(=O)[nH]c2cc(Cl)ccc2c1=O)NC1CCCCCCC1 | -11.0
COc1cc(-c2nnc(SC(C)C(=O)Nc3c(C)n(C)n(-c4ccccc4)c3=O)o2)cc(OC)c1OC (stereo unspecified) | -6.1

Further structures.
SMILES,GALR2 blocker,Measles CPE,BB579 growth dn,HCT116 bCat-KO,Yeast lifespan up,MRP1 act,HCT116 PTEN-null,NPY Y2 blocker,Phagocytosis inh,E-sel TNF inh
Cc1ccc(/C=N/c2sc3c(c2C#N)CCC3)s1,-2.4,21.5,-38.1,92.4,-10.3,-0.2,89.9,2.5,1.0,x
Cc1ccc(S(=O)(=O)Nc2ccc3nc(N)sc3c2)cc1,-0.3,13.8,-25.7,84.3,-7.6,-3.4,77.7,-0.8,-1.6,x
Nc1nonc1-c1noc(N2CCOCC2)n1,3.8,31.3,-35.1,95.8,-5.2,0.1,96.8,2.9,x,7.8
Cc1cccn2c(/C=N/OCc3ccc(F)cc3)c(-c3ccc(Cl)cc3)nc12,-6.9,6.6,-65.8,82.1,-0.6,-0.8,75.7,-0.8,x,32.5
Cc1ccc(N(CN2CCCC2=O)C(=O)c2ccc(C)c(C)c2)cc1,5.3,7.2,-16.3,92.9,-0.2,-1.7,100.7,0.9,-0.6,-6.1
CSc1nc2ccc(NS(=O)(=O)c3ccccc3F)cc2s1,6.4,28.4,-37.8,93.7,2.2,-3.1,90.8,6.1,-1.7,-0.1
O=C(CSc1nnc(-c2ccco2)n1Cc1ccco1)NCc1cccs1,5.1,18.4,-32.9,95.0,-5.5,-2.0,89.7,2.0,-0.7,-18.6
CCOC(=O)CSC1=C(C#N)C(c2ccccc2Cl)C(C(=O)OC)C(=O)N1 (stereo unspecified),0.9,4.0,-1.9,91.0,-11.5,-1.1,81.5,4.0,1.9,x
O=C(O)CCCC(=O)NS(=O)(=O)c1ccc(Cl)cc1,2.8,9.2,1.8,100.1,-8.1,-2.1,100.8,4.8,0.8,21.2
COC(=O)c1ccc(NC(=O)c2ccco2)cc1,4.8,14.6,-10.2,102.0,-12.5,2.3,106.6,1.3,-0.1,-17.7
C=C1c2ccc(C)cc2NC(=O)N1c1ccccc1,6.6,5.3,-31.1,68.2,-13.4,-1.2,78.7,2.3,x,-6.0
CN(C1=C(NC(=O)c2ccccc2)C(=O)c2ccccc2C1=O)C1CCS(=O)(=O)C1 (stereo unspecified),12.9,11.0,-15.2,2.7*,-1.2,-4.9,5.0,0.9,-9.6,x
O=C(/C(=C/c1cccc(Cl)c1)c1nc2ccccc2[nH]1)c1ccccc1,25.6,1.0,-26.1,1.3*,7.4,-6.2,1.6*,8.2,-3.9,-7.0
CCO/C(C)=N/n1c2nc3ccccc3nc2c2c(=O)n(CC(C)C)c(C)nc21,-9.8,13.7,-73.3,101.8,-9.6,-0.1,96.7,0.1,x,x
CSC1=C(C#N)C(C)CC(=O)N1 (stereo unspecified),3.3,8.2,5.3,91.1,-2.1,-1.1,84.9,0.3,0.0,13.3
COc1cc(C2C(C(C)=O)=C(O)C(=O)N2c2ccc(Br)cn2)ccc1O (stereo unspecified),1.6,20.6,-0.2,90.2,-7.4,-1.4,100.8,-1.2,x,x
CCC(C)Sc1nc2c(cnn2-c2ccc(C)cc2)c(=O)[nH]1 (stereo unspecified),13.6,3.1,-44.0,96.4,3.4,-3.8,83.0,0.7,1.0,x
C#CCOCCOCCOCCNc1nc(N2CCN(C(=O)Cn3cc(CC(C)O)nn3)CC2)nc(N2CCN(C(=O)[C@H]([C@@H](C)CC)n3cc(CCCN=C(N)N)nn3)CC2)n1 (stereo partly specified),1.1,7.0,-19.5,97.5,-1.5,-0.6,101.2,-2.3,x,-16.7
N#Cc1cc([N+](=O)[O-])cnc1Nc1ccccc1,-0.8,18.1,-9.8,101.5,-5.2,0.1,98.7,4.8,-4.1,x
Cc1cc(N2CCCC2=O)cc(C)c1S(=O)(=O)NCCOc1ccccc1,1.1,6.5,-67.3,47.8,2.7,-0.8,52.3,7.7,-1.8,-0.5
C=CCNC(=O)c1nc2ccccc2s1,1.2,3.2,-30.3,95.1,x,2.8,91.3,1.5,x,9.0
COc1ccc(NC(=O)c2cc(-c3ccc(OC)c(OC)c3)on2)cc1OC,9.0,3.8,-38.1,90.6,-11.6,-1.5,96.5,3.1,0.5,80.0*
COc1ccc(C(=O)NCCCN2CCOCC2)cc1OC,7.3,65.8*,-39.5,116.0,-20.8,-2.6,91.1,0.7,x,-8.5
Cc1csc(NC(=O)CCSCCc2ccccn2)n1,-5.0,20.8,4.0,95.7,-2.8,-2.7,93.5,1.4,-0.9,x
Cc1c(NC(=O)c2ccccc2F)c(=O)n(-c2ccccc2)n1C,-2.6,5.6,-39.4,97.4,-4.7,1.4,100.7,1.6,0.2,-39.3
CCN(CC)C(=O)c1cn(C)c2ccc(S(=O)(=O)N(CC)CC)cc2c1=O,8.0,30.4,-81.8,97.3,-5.6,0.0,103.5,2.9,8.8,-5.2
C1=C(CCNC2=NCCCCC2)CCCC1,-1.3,10.4,-38.8,77.5,1.5,-1.4,86.6,3.1,0.6,x
O=S(=O)(c1ccc(S(=O)(=O)N2CCCC3(CCCCC3)C2)cc1)N1CCCCC1,9.1,5.0,-16.4,56.0,6.2,-2.9,40.6,2.0,2.9,6.6
O=C(Cn1nc(Cl)nc1Cl)c1cc2ccccc2oc1=O,3.2,1.9,-29.3,93.0,41.8*,-4.7,86.8,1.7,-0.6,x
O=C(c1cnn2cccnc12)N1CCN(c2ccccc2)CC1,2.9,1.0,-33.7,92.2,-13.2,-1.1,94.9,-3.9,x,-5.5
CC(/C=N/NC(=O)c1c(Br)cnn1C)=C\c1ccccc1,-4.0,8.4,-18.5,101.4,-2.9,0.7,94.7,1.5,-1.9,14.1
COc1ccc(Cc2nnc(SCC(=O)N3CCN(c4ccccc4)CC3)o2)cc1,13.6,2.5,-69.7,97.9,44.9,-0.2,92.1,0.6,-0.2,20.3
Cc1ccc(C)c(NC2=NCC(=O)N2c2ccc3c(c2)OCCO3)c1,8.6,9.1,-4.0,95.5,x,-1.3,97.0,3.4,x,-30.2
CC1(C)Cc2c(C#N)c(OCC(=O)c3ccc(Cl)cc3)nc(-c3ccoc3)c2CO1,3.1,10.3,-40.5,64.2,0.2,-1.4,75.8,-0.1,1.1,x
Cc1ccc(-n2c(=O)cc(N3CC(C)CC(C)C3)[nH]c2=O)cc1 (stereo unspecified),0.6,17.2,-46.3,87.7,-4.4,-0.1,98.6,1.8,-0.9,x
COCCn1c(SCc2nc3ccccc3s2)nc2ccccc21,11.0,3.8,-46.8,89.2,-18.5,-3.0,79.7,4.0,3.1,x
CCO/C([O-])=N/c1c[n+](N2CCOCC2)no1,9.4,15.7,-16.9,99.6,2.0,0.5,101.2,1.1,x,-2.0
Cc1cc(C)cc(-c2nnc(SCC(=O)c3ccc4c(c3)OCCO4)o2)c1,2.2,12.4,-18.9,97.4,x,-0.5,82.6,2.0,x,6.5
Cc1ccc(NC(=O)c2ccc(N/N=C/c3cccc(O)c3)c([N+](=O)[O-])c2)cc1,-1.1,3.3,-12.4,2.9*,-10.6,-5.7,1.9*,-3.9,x,10.3
CCC(C(=O)NC(C)(C)C)N(C(=O)Cn1nnc(-c2cccs2)n1)c1cnc2ccccc2c1 (stereo unspecified),0.6,80.2*,-25.6,76.1,-17.4,-1.3,84.4,-0.4,x,10.2
CN(C=[N+](C)C)c1cccc2c1C(=O)c1ccccc1C2=O,15.8,10.8,9.9,92.6,-1.9,3.4,95.8,-0.2,-11.1,x
CC1CN(Cc2nc3c(c(=O)[nH]c(=O)n3C)n2CC(N)=O)CC(C)O1 (stereo unspecified),-1.0,14.4,14.8,93.2,-6.2,0.2,104.9,0.3,-0.3,x
O=S(=O)(c1ccccc1)c1cnc(-c2cccnc2)nc1-c1ccc(Cl)c(Cl)c1,-5.9,25.9,-10.6,82.6,0.0,-3.3,85.2,0.5,-0.4,x

Screening results as filed in PubChem.
